# TCR act – T cell receptor activation; AID 504894; Potency, µM (top dose mostly 9.22 µM), for inactives: at the top dose activation of IL-2 secretion, usual class: activators; 330,000 tested, under 10 active; primary human leukocytes, anti-CD3, IL-2 HTRF, 48 h; also: % of control where 0% means no effect
#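 Readout: HTRF IL-2, Eu-cryptate/d2 antibody pair, 320nm excitation, 665nm emission. Stimulus: a-CD3 beads, no co-stimulation. Cells: primary human leukocytes. Exposure: 48 hr with compound.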
# Coupling enz – coupling enzyme interference in Giardia aldolase counter-screen; coupling enzyme system counterscreen, AmpLite Red fluorescence; activity change, negative = inhibition, % at 58.2 µM, hits read low; 290,000 tested, 0.67% active; in the data active = activity change below about -30%; also: % is scaled to controls: 0 for no effect and ±100 for the full control effect
#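 Counterscreen of the coupled detection system alone, without aldolase: glyceraldehyde-3-phosphate coupling enzymes plus AmpLite Red readout. Compounds at 57.5 uM final, 10 min RT preincubation, 20 min RT reaction, fluorescence 525/598 nm.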
# hERG WT inh – blocks the wildtype human KCNH2 potassium channel | Q12809 | 340,000 tested, 0.37% active | activity change, % at 1.84 µM | U2OS, BacMam KCNH2, thallium flux FluxOr; active compounds read low;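 active = maximum activity change below -70%; inconclusive = maximum activity change between -70% and -50%; inactive = maximum activity change above -50%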; also: % is scaled to controls: 0 for no effect and ±100 for the full control effect
#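 U2OS cells were transduced with wild-type KCNH2 virus (2.03 x 10^8 / mL) for 4 h at room temperature, then cultured overnight at 37 C. Thallium flux was read with FluxOr dye. Rate constants were normalized to DMSO controls.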
# GALK inhibitor – blocks human galactokinase activity. Potency, µM (highest dose often 57.5 µM), for the others: at the highest dose activity change, negative = inhibition, most hits filed as inhibitors. 270,000 tested, 0.007% active. Purified GALK, Kinase-Glo residual ATP luminescence; also: potency is read from the fitted curve at half-maximal effect; % is scaled to controls: 0 for no effect and ±100 for the full control effect
# Target sequence (P51570 whole entry, looked up): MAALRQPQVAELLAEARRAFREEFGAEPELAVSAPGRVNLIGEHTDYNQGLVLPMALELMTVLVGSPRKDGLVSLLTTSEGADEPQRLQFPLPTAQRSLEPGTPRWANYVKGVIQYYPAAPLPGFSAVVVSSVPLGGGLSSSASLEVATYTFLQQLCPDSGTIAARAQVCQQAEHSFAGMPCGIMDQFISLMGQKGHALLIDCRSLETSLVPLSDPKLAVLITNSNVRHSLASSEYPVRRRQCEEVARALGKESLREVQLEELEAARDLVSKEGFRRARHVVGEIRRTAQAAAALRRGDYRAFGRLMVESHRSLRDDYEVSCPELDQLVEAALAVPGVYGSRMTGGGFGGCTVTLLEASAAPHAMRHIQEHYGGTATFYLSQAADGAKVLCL
#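 Compounds were pin-transferred into ATP buffer (35 uM final), then GALK plus galactose (5 nM, 100 uM final) was added. After 1 h at room temperature, Kinase-Glo Plus was added and luminescence read after 10 min.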
# Giardia kill – Giardia lamblia killing. 340,000 tested, 0.15% active. AID 540267. Giardia lamblia trophozoite viability. activity change, % at 7.66 µM, hits read low; in the data active = activity change below about -80%; inconclusive = between about -30% and that limit;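 also: parasites exposed to compound for two days anaerobically before the ATP read; % is scaled to controls: 0 for no effect and ±100 for the full control effect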
#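 Giardia trophozoites, 100 cells per well, were exposed to compounds for 48 hrs at 37 deg C under anaerobic conditions; viability was then read as ATP content by bioluminescence after 15-30 min at room temperature.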
# MLL CXXC-DNA inh – inhibitors of human MLL CXXC domain-DNA interaction | MLL-CXXC / FITC-HOXA9 DNA fluorescence polarization | Potency, µM (top dose mostly 115 µM), inactives show top-dose activity change, negative = inhibition, actives largely listed as inhibitors | 290,000 tested, 0.037% active | AID 2662; active = well fitted inhibition curve with a large enough effect in the polarisation, with a control signal flat, not every such curve was filed as active; inconclusive = small, poorly fitted or top-dose-only effect, or effect the other way, or a change in a side signal; inactive = no such curve, though single readings can be large or run the other way; the % refers to the polarisation; also: potency is read from the fitted curve at half-maximal effect
#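 Fluorescence polarization: 7 uM MLL-CXXC (stock) preincubated 5 min with compounds, then 50 nM fluorescein-HOX-A9 DNA (stock) added; 30 min ambient. Buffer 50 mM Tris-HCl pH 7.5, 50 mM NaCl, 1 mM DTT, 0.05% BSA.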
# TSHR antagonist – blocks TSH signaling through the human TSH receptor. 330,000 tested, 0.2% active. TSHR-expressing cells, TSH-stimulated cAMP HTRF, 2 h; active compounds read low. activity change, negative = inhibition, % at 11.5 µM;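 active = activity change below a set negative limit, meaning inhibition stronger than a set level, cut at about -70% in these data; inconclusive = activity change between two set negative limits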; also: % is scaled to controls: 0 for no effect and ±100 for the full control effect
#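 Competitive HTRF cAMP read-out (cryptate anti-cAMP antibody, cAMP-d2; 30 min, room temperature) in freshly harvested TSHR cells. Compounds added before TSH at EC80 (4nM final), followed by 2 hours' incubation at 37 deg C.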
# BCR signal inh – inhibitors of chronic active B-cell receptor signaling; ABC-DLBCL IkBa-CBG/CBR reporter, luminescence ratio, 4 h; Potency, µM (highest dose often 46.1 µM), for the others: at the top dose ratio change, negative = lower green/red ratio, most hits filed as inhibitors; 340,000 tested, 0.05% active; AID 493014; active = well fitted inhibition curve with a large enough effect in the signal ratio, with a control signal flat, not every such curve was filed as active; inconclusive = small, poorly fitted or top-dose-only effect, or effect the other way, or a change in a side signal; the % refers to the signal ratio;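 also: potency is read from the fitted curve at half-maximal effect; plate controls were basal doxycycline-induced cells for no effect and cells given 10 µM MG132 for full effect; MG132 reads +100%, hits lower the ratio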
#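 TMD8 ABC-DLBCL cells carrying doxycycline-inducible green luciferase fused to IkappaBalpha plus unfused red luciferase were exposed to compounds (up to 46 uM) for 4 hrs at 37C. Activity came from the overlap-corrected green/red luminescence ratio.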
# Tb PFK inh – inhibitors of T. brucei phosphofructokinase; O15648; AID 485367; T. brucei PFK, ADP-Glo luminescence; Potency, µM (top dose mostly 57.5 µM), inactives show at the highest dose activity, negative = inhibition, actives largely listed as inhibitors; 330,000 tested, 0.17% active;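 also: potency is read from the fitted curve at half-maximal effect; 0% = uninhibited 1x PFK enzyme wells and -100% = no-enzyme wells; nearly all actives have a fitted effect of over 60% in size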
# Target sequence (O15648 whole entry, looked up): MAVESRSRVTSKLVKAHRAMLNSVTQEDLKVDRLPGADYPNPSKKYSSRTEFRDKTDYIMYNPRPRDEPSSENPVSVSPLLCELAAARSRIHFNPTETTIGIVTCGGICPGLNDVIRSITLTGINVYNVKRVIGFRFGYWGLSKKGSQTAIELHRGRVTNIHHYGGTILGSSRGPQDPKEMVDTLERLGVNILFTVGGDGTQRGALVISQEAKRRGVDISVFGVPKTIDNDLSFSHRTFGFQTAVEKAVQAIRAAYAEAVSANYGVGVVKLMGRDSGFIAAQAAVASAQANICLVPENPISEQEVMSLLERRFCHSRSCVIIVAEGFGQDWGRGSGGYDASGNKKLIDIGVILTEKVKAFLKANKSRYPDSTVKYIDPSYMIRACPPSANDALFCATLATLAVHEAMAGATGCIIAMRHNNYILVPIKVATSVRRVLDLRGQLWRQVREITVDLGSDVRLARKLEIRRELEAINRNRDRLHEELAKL
#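 1.25 nM PFK with 0.5 mM F6P and 0.1 mM ATP in 0.1 M TEA pH 8.0, 5 mM MgCl2, incubated 45 min at room temperature; ADP measured by ADP-Glo luminescence; compounds titrated up to 57 uM.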
# A-T KAP1 phos – candidate therapy for ataxia-telangiectasia. Potency, µM (titrated, usually from 57.5 µM), without a hit: at the highest dose activation, usual class: activators. 320,000 tested, 0.19% active. AID 485349. […] A-T fibroblasts, KAP-1 phosphorylation AlphaLISA; neocarzinostatin DNA damage 30 min before lysis; also: potency is read from the fitted curve at half-maximal effect; % of control where 0% means no effect; nearly all actives have a fitted effect of over 45% in size
#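 ATM-like activity read as KAP-1 phosphorylation via AlphaLISA donor/acceptor antibody pairs after lysis and 6 hr at 25C. Cells were ATM-null patient fibroblasts ([…], hTERT), dosed 60 min, then exposed to the DSB inducer NCS for 30 min.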
# Active calls of the source: *; u = inconclusive; x = not tested or not shown; [ ] = another dose, or the depositor's remark. Unless noted, calls follow the shape of the dose curve; as a rule, active = well fitted curve in the direction sought with a large enough effect; inconclusive = small, poorly fitted or top-dose-only effect, or another doubt; inactive = no such curve, though single readings can be large; an effect the other way counts as inactive or inconclusive.
SMILES,TCR act,Coupling enz,hERG WT inh,GALK inhibitor,Giardia kill,MLL CXXC-DNA inh,TSHR antagonist,BCR signal inh,Tb PFK inh,A-T KAP1 phos
Cc1ccc(-n2nc(C)c(=O)c(-c3ccccc3)c2NC(=O)c2cccs2)cc1,2%,1,-8,3%,2,5%,5,-4%,1%,-2%
CCOC(=O)C1C(=O)OC(C)(C)C1C(C)C(=O)c1ccc(C)cc1C (configuration not stated),1%,2,-8,0%,3,1%,-6,0%,3%,0%
COc1ccc(CNC(=O)/C(C#N)=C2\N=C(NC(=O)c3cccs3)c3ccccc32)cc1,0%[46.1 µM],-1,2,1%,7,8%,-8,-2%,9%,-3%
CNC(=O)c1ccsc1NC(=O)c1ccc(S(=O)(=O)N2CCCc3ccccc32)cc1,3%,1,-16,x,33[activator],37%[activator],4,0%,-1%,-12%
Cc1cccc(N=C(N2CCOCC2)P(=O)(N2CCOCC2)N2CCOCC2)c1,1%,0,11,3%,16,-5%,2,1%,-5%,1%
CN(C)S(=O)(=O)c1cc(NC(=O)COC(=O)Cc2cccc3ccccc23)ccc1Cl,-10%[46.1 µM],-5,-1,2%,-17,9%,-2,-3%,0%,5%
Cc1ccc(S(=O)(=O)N(CC(=O)N2CCC(C(N)=O)CC2)c2cccc(C(F)(F)F)c2)cc1,-2%,3,-10,-3%,4,7%,-3,8%,0%,4%
CCCCN(C(=O)Cn1nnc2ccccc21)C(C(=O)NCCOC)c1cccs1 (configuration not stated),-3%[46.1 µM],0,-4,-4%,15,3%,9,9%,0%,x
COCCCNC(=O)CNC(=O)c1nn(-c2ccc(OC)c(Cl)c2)c(=O)c2ccccc12,-68%,0,2,5%,-1,u,3,-7%,-2%,-9%
FC(F)(F)c1cccc(NC(=S)NCC(c2cccnc2)N2CCOCC2)c1 (configuration not stated),4%[46.1 µM],0,20,0%,-21,11%,6,-2%,-1%,3%
CCCCn1c(N)c(N(CCC(C)C)C(=O)c2ccccc2C)c(=O)[nH]c1=O,-6%,2,4,-1%,-12,45%[activator],13,-2%,3%,-8%
CSc1nc2ccccc2cc1/C=C(\C#N)c1cccc(Cl)c1,4%,-1,-1,2%,3,8%,17,-1%,-3%,-4%
O=c1[nH]c2c(c(=O)[nH]1)CCC2,-3%,4,-5,9%,1,4%,8,-1%,0%,2%
COc1cc(C(=O)ON=C2C3CC4CC(C3)CC2C4)cc(OC)c1OC,6%,3,-10,2%,37[activator],-1%,-19,1%,1%,-2%
COC(=O)c1ccc(CN2CCC(CO)(Cc3cccc(OC)c3)CC2)cc1,-3%,1,x,3%,5,8%,11,-1%,1%,-3%
COc1ccccc1CCNC(=O)Cc1cccs1,-23%,4,7,-1%,-7,2%,-33,2%,8%,15%
COC(=O)c1ccc(/C=C2\N=C(SC)SC2=O)cc1,2%[46.1 µM],4,-3,-2%,-8,u,9,5%,1%,1%
CCOc1ccc(CC(=O)Nc2c(C(=O)Nc3ccccc3)oc3ccccc23)cc1OCC,-24%,1,-8,-1%,-4,3%,-12,0%,-4%,3%
CCc1ccc(OCC(=O)Nc2ccncc2)cc1,x,-2,-3,-1%,-19,3%,-6,-12%,2%,0%
Cc1ccc(C(=O)NC2CCS(=O)(=O)C2)cc1S(=O)(=O)N1CCCCCC1 (configuration not stated),0%,4,14,9%,-1,2%,-6,-2%,-2%,0%
COc1ccc(-c2cc(C(=O)Nc3ccccc3O)c3ccccc3n2)cc1OC,-1%,0,-3,-2%,32[activator],4%,-6,16%,-1%,1%
Cc1[nH]ccc(=O)c1OCc1ccc(Cl)cc1,3%,-1,1,4%,-3,10%,2,1%,-1%,-7%
Cc1ncn(C23CC4CC(CC(C4)C2)C3)n1,x,2,14,x,7,-3%,13,-7%,0%,x
CCNC(=O)COC(=O)C1C(C(=O)OCC)=C(C)NC(C)=C1C(=O)OCC,-3%,4,-3,-2%,-6,-6%,17,-9%,-2%,2%
CCCCCCSc1ccc([C@@H]2[C@H]3C(=O)N(CC)C(=O)[C@H]3[C@]3(C(=O)OC)CCCCN23)cc1,0%,x,7,x,4,x,-10,0%,4%,-1%

# (further entries)
SMILES,TCR act,Coupling enz,hERG WT inh,GALK inhibitor,Giardia kill,MLL CXXC-DNA inh,TSHR antagonist,BCR signal inh,Tb PFK inh,A-T KAP1 phos
Cc1[nH]c2ccccc2c1/C=N/NC(=O)c1cc(-c2ccccc2)n[nH]1,-5%,-1,-8,1%,-5,3%,7,-5%,-10%,-2%
COCCn1c(C)cc(C(=O)COC(=O)c2ccc3ncsc3c2)c1C,-1%,1,-9,0%,17,4%,-3,-12%,-21%,3%
O=C(Nc1ccccc1NC(=O)NC1CCCCC1)NC1CCCCC1,x,0,-9,3%,-4,17%,-1,u,-22%,0%
CCOC(=O)C1=C(N)n2c(s/c(=C/c3ccco3)c2=O)=C(C(=O)OC)C1c1ccco1 (configuration not stated),-2%,-6,-2,-1%,11,19%,-8,-21%,-18%,8%
Cn1c(=O)c2c(nc(SCC(=O)N3CCc4ccccc43)n2Cc2ccccc2)n(C)c1=O,x,-1,x,-2%,x,15%,-4,u,-3%,13%
O=C(c1ccc(NS(=O)(=O)c2cccc([N+](=O)[O-])c2)cc1)N1CCN(C(=O)c2ccco2)CC1,4%,x,4,x,-5,x,4,6%,1%,7%
CSC1=N/C(=C\C=C\c2cccs2)C(=O)S1,-2%,1,4,0%,-2,-1%,0,u,u,-4%
Cc1ccc(OCC(=O)N2CCCCCC2)c(C)c1,0%,0,5,0%,-20,2%,-16,-4%,-10%,3%
CCCCOc1ccc(C(=O)NCC(=O)OCC(=O)c2c(N)n(C)c(=O)n(C)c2=O)cc1,0%,x,-6,x,12,x,44,0%,0%,u
O=S(=O)(c1ccc(Br)cc1)N1CCCN(Cc2cccc(F)c2)CC1,0%,2,33,x,-6,9%,-5,u,0%,9%
CCCCNC(=S)N1CCN(Cc2ccc3c(c2)OCO3)CC1,-2%,2,-5,1%,1,3%,-5,-16%,-9%,-8%
COc1ccc2oc(=O)c(C(=O)n3ccc(C)n3)cc2c1,x,2,-7,-4%,0,-4%,1,u,-2%,-2%
CCOC(=O)c1ccc(NC(=S)Nc2cccc(C)n2)cc1,4%[46.1 µM],4,-11,0%,16,9%,-6,u,1%,0%
Cc1ccc(CNC(=O)C2CCCCC2C(=O)O)cc1 (configuration not stated),0%,-1,8,5%,-5,7%,-12,2%,-4%,2%
COc1ccc(-c2nc(=S)[nH][nH]2)cc1OC,0%,3,31,12%,-4,-1%,19,-1%,-9%,9%
Nc1cc(S(=O)(=O)c2ccc(O)c(N)c2)ccc1O,1%,-4,-12,-3%,-27,-18%,-7,u,-4%,-5%
COc1ccc([C@@H]2[C@@H]3C(=O)N(C(C)(C)C)C(=O)[C@@H]3[C@]3(Cc4ccccc4)C(=O)N(c4ccccc4)C(=O)N23)cc1,6%,x,-1,x,0,x,-1,0%,-10%,9%
O=S(=O)(Nc1ccc(Cc2ccncc2)cc1)c1ccc(Cl)s1,1%[46.1 µM],-1,2,-4%,2,4%,-10,-3%,-5%,-6%
COc1ccc(S(=O)(=O)Nc2ccc3c(c2)C(=O)N([C@H](C)CO)C[C@H](C)[C@@H](CN(C)C(=O)Nc2ccc4c(c2)OCO4)O3)cc1,5%,x,-12,x,4,x,16,-3%,3%,-1%
O=P(CO)(Cc1ccccc1)Cc1ccccc1,-5%,0,-3,6%,10,-7%,6,-1%,-3%,7%
Cc1ccc(CNC(=O)CNS(=O)(=O)c2ccc3nc(C)sc3c2)cc1,-1%,1,-1,2%,14,3%,4,11%,5%,4%
O=C(N/N=C(/c1ccccc1)c1ccncc1)c1ccc2c(c1)OCO2,0%[46.1 µM],3,17,x,-5,0%,-3,-7%,-2%,3%
CCOc1ccccc1NC(=O)NCc1ccccc1,3%,0,-6,4%,1,-6%,5,-1%,13%,1%
O=C(CC(C(=O)O)c1ccccc1)Nc1cccc2ccccc12 (configuration not stated),2%[46.1 µM],2,2,1%,-11,-5%,-1,2%,1%,18%
CCN(CC)S(=O)(=O)c1ccc2[nH]c(=O)[nH]c2c1,7%,0,-3,3%,21,-11%,-4,-4%,-1%,7%
Cc1ccc(CC(=O)NCCN2CCOCC2)cc1,5%,0,6,0%,19,0%,6,9%,2%,-1%
CCC(CO)Oc1cc(NC(=O)c2ccccc2C)c2ncn(C(C)C)c2c1 (configuration not stated),3%,x,3,x,-2,x,6,0%,-1%,6%
Cc1ccc2c(CC(=O)OCc3cc(=O)n4c(n3)sc3ccccc34)coc2c1,-4%,-1,0,-2%,-4,2%,20,u,-6%,0%
CCCc1ccc(Oc2coc3cc(OCC(=O)Nc4ccccc4C)ccc3c2=O)cc1,-1%[46.1 µM],0,-36,-1%,-21,0%,-17,5%,-3%,5%

# Compound activity from PubChem.
